TMEM16A inh = mouse TMEM16A channel inhibition, primary screen; Q8BHY3; HEK293 TMEM16A/YFP iodide influx fluorescence, ionomycin; normalized B-score (activity score, 25-100; higher = stronger inhibition) at 10 µM; hit rate 1.2% among 310,000; AID 588511;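 active means ratio plate-corrected score three or more library SD toward inhibition, starting fluorescence score within five deviations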;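 further: score derived from kinetic fluorescence span divided by baseline fluorescence per well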
ANO1 activ = activates or potentiates the mouse TMEM16A chloride channel | Q8BHY3 | HEK293 TMEM16A/YFP-H148Q/I152L, iodide quench fluorescence; active compounds read low | B-score at 10 µM | hit rate 0.3% among 340,000 | AID 623877;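 active means fluorescence-ratio B-score plate-corrected deviation score at least 3 library SD below zero, with starting fluorescence score within 5 deviations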;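 further: channel opened by trigger with iodide after compound preincubation; score built on the fluorescence ratio of max minus min over baseline; more negative score means more quench and so TMEM16A activation or potentiation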
SKKanGAS inh = blocks kanamycin growth of S. pyogenes SKKanGAS strain. BacTiter-Glo, 6 h. inhibition, % at 7.5 µM. hit rate 1.3% among 300,000. AID 1662;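 active means mean replicate score, as percent of positive control median, at least 50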;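 further: strain carries kanamycin resistance gene driven by streptokinase promoter and grows in 40 µg/ml kanamycin; loss of luminescence reflects streptokinase promoter inhibition or plain growth inhibition; 0% = median of DMSO wells and 100% = positive control at its reference dose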
TRPC6 activator = activates the mouse TRPC6 cation channel | Q61143 | hit rate 0.13% among 310,000 | B-score at 10 µM | HEK293-TRPC6 membrane potential dye fluorescence; active compounds read high;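 active means B-score of the integrated fluorescence ratio above library mean plus 3 SD, and starting fluorescence ratio within library mean plus 5 SD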;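 further: higher score means more depolarization so channel activation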
Target sequence (Q61143 whole entry, looked up): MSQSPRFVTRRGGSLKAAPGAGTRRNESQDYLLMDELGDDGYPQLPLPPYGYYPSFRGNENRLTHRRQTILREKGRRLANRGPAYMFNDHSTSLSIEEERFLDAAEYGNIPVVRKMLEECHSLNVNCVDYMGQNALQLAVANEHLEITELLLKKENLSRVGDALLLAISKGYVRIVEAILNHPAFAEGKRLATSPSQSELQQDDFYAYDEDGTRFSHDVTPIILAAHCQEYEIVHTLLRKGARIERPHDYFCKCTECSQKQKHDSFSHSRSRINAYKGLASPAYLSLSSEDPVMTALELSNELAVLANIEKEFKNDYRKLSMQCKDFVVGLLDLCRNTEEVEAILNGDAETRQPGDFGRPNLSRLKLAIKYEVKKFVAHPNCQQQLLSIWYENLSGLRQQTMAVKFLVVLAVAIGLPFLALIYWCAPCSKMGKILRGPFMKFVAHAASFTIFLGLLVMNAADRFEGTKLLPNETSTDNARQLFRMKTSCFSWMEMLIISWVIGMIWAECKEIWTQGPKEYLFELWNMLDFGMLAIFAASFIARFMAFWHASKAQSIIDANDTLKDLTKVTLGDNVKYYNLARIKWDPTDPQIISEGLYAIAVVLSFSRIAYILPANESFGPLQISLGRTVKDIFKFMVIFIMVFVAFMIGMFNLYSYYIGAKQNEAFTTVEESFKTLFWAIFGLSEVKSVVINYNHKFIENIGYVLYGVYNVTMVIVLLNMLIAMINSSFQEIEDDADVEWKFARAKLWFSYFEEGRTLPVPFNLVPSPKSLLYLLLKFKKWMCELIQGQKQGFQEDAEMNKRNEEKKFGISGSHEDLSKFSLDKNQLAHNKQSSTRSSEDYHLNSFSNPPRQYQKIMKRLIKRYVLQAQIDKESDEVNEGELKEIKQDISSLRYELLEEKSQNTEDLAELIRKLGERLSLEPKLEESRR
TRPC4 PAM = TRPC4 (mouse) allosteric potentiation; Q9QUQ5; HEK293 TRPC4beta/mu-opioid, DAMGO EC20, Fluo-4 Ca2+ flux; active compounds read high; B-score at 10 µM; hit rate 0.42% among 310,000; AID 2227;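 active means B-score of calcium response area above 5 SD of library B-scores, with initial fluorescence ratio within 5 SD of library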;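 further: B-score of integrated fluorescence ratio over time as area under calcium response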
MrgX1 allo act = human MrgX1 positive allosteric modulation, primary screen. B-score at 10 µM. hit rate 0.63% among 310,000. MrgX1-HEK293, Fluo-4 calcium flux, FDSS; active compounds read high;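 active means plate-corrected calcium response at least 3 library SD above typical, normal starting fluorescence, not activating the receptor alone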;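 further: compound read alongside a low EC10 to EC30 dose of BAM8-22 agonist; peak minus trough fluorescence over baseline measured at the second addition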
TRPC6 inh = inhibitors of mouse TRPC6 channel. B-score at 10 µM. hit rate 1.1% among 310,000. HEK293-TRPC6, membrane potential dye, ACh-evoked depolarization; active compounds read low. AID 2553;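 active means B-score under library mean minus 3 SD, initial fluorescence not abnormally high, positive integrated signal ratio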;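 further: B-score derived from integrated fluorescence ratio over the kinetic read; more negative B-score means stronger inhibition of depolarization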
MrgX1 antagonist = antagonists of human MrgX1 receptor. MRGX1-HEK293 calcium flux, Fluo-4, BAM8-22 antagonism; active compounds read low. Q96LB2. hit rate 1.3% among 310,000. B-score at 10 µM;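 active means calcium-response B-score plate-corrected more than 3 library SD below zero, starting fluorescence within 5 deviations, no agonist response on first addition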;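 further: peak minus trough fluorescence over baseline after final BAM8-22 challenge near maximal dose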
MrgX1 ag = agonists of human MrgX1 receptor. B-score at 10 µM. Q96LB2. hit rate 0.44% among 310,000. MrgX1-HEK293 cells, Fluo-4 calcium fluorescence, agonist mode; active compounds read high;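 active means calcium response B-score plate-corrected fluorescence ratio at least 3 library SD, with starting fluorescence B-score inside 5 SD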
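Test system: Stable human MrgX1 HEK293 cell line | Schedule: Overnight plating before 1 h dye loading | Read-out basis: Baseline-normalised fluorescence change ratio, B-scored | Detection: Kinetic calcium dye fluorescence, Fluo-4 NW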
TRPC4 act = opens the mouse TRPC4 cation channel; HEK293 TRPC4beta/mu-opioid, Fluo4 calcium fluorescence; active compounds read high; Q9QUQ5; hit rate 0.49% among 310,000; B-score at 10 µM;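 active means B-score above 5 SD of library B-scores, and initial fluorescence ratio not above library mean plus 5 SD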;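 further: positive B-score marks a calcium rise read as TRPC4 activation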
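system = HEK293 cells stably co-expressing mouse TRPC4beta and mu-opioid receptor | schedule = Fluo4 dye loading 45 min at room temperature, 110 s recording | measure = B-scored integrated calcium fluorescence ratio | signal = Fluo4 calcium-sensitive dye fluorescence, kinetic, 1 Hz baseline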
TRPC4 inh = TRPC4 (mouse) channel inhibition; hit rate 0.39% among 300,000; HEK293 TRPC4beta/mu-opioid, DAMGO-evoked Fluo4 calcium flux; active compounds read low; AID 2247; B-score at 10 µM;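 active means B-score over 3 SD under the library average, no early fluorescence shift, positive overall ratio signal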
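Assay system: TRPC4beta/mu-opioid receptor HEK293 cell line; compound dosing: single concentration per test compound; detection: Fluo4 Ca2+ flux fluorescence; evaluation: per-well B score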
An asterisk follows results filed as active; i = inactive; x = not tested or not shown.

SMILES	TMEM16A inh	ANO1 activ	SKKanGAS inh	TRPC6 activator	TRPC4 PAM	MrgX1 allo act	TRPC6 inh	MrgX1 antagonist	MrgX1 ag	TRPC4 act	TRPC4 inh
CC(C)(/C=N/O)/[N+]([O-])=C/c1ccccc1C(F)(F)F	i	i	-2.9	i	i	i	i	i	i	i	i
CSCC[C@H](NC(=O)[C@@H]1Cc2ccccc2CN1)C(=O)Nc1ccc2c(c1)OCO2	i	i	0.4	i	i	i	i	i	i	i	i
O=Cc1cc2ccccc2nc1SCc1ccc(Cl)c(Cl)c1	i	i	45.2	i	i	i	i	i	i	i	i
O=C1CN(C(=O)CSc2ccc(-c3ccc(F)cc3)nn2)c2ccccc2N1	i	i	-19.8	i	i	i	i	i	i	i	i
COC(=O)c1scc(C)c1NC(=O)CC1NCCNC1=O (stereo not given)	i	i	-5.6	i	i	i	i	i	i	i	i
c1ccc(COc2ccc(-c3csnn3)cc2)cc1	i	i	8.3	i	i	i	i	i	i	i	i
CCC(Oc1ccccc1)C(=O)Nc1ccccc1C(=O)N1CCCCC1 (stereo not given)	i	i	-4.0	i	i	i	i	i	i	i	i
Cc1ccc2cc(CCNC(=O)CC(C)C)c(=O)[nH]c2c1	i	i	-6.5	i	i	i	i	i	i	i	i
O=C1C=C(c2ccccc2)CCC1	i	i	1.8	i	i	i	i	i	i	i	i
CC1Sc2ccc(C(=O)Nc3ncccc3O)cc2NC1=O (stereo not given)	i	i	-8.5	i	i	i	i	i	i	i	i
CCSc1ccccc1C(=O)N=C1NC(=O)CC2C(=O)NCCN12 (stereo not given)	i	i	-5.7	i	i	i	i	i	i	i	i
CC1=NN(c2ccccc2)C(=O)/C1=C/c1ccc[nH]1	i	i	-11.0	i	i	i	i	i	i	i	i
CC(=O)NN=C1CCC(c2ccccc2)CC1 (stereo not given)	i	i	0.0	i	i	i	i	i	i	i	i
COc1cc(NC(=O)[C@H]2CCCN2S(=O)(=O)c2cccc3cccnc23)cc(OC)c1OC	i	i	x	x	x	i	x	i	i	x	x
O=C1c2ccccc2C(=O)N1c1ccc(S(=O)(=O)N2CCN(c3ccccc3)CC2)cc1	i	i	0.2	i	i	i	i	i	i	i	x
CCN1CCN(c2nc3c(c(=O)n(C)c(=O)n3C)n2Cc2cccc3ccccc23)CC1	i	i	-5.6	i	i	i	i	i	i	i	i
C/C=C\C=C/C(=O)Nc1cccc(C2=NOC3(C2)C[C@H](C(N)=O)N(C(=O)c2ccc(OC)cc2)C3)c1 (stereo not given in full)	i	i	2.1	i	i	i	i	i	i	i	i
COC(=O)Nc1ccc(S(=O)(=O)N2CCC(C(=O)N3CCCC(C)C3)CC2)cc1 (stereo not given)	i	i	-6.7	i	i	i	i	i	i	i	i
CCC1CN(C(=O)N2CCC(C(=O)NCc3ccco3)CC2)c2ccccc2O1 (stereo not given)	i	i	4.4	i	i	i	i	i	i	i	i
COC(=O)CN(C(=S)Nc1ccccc1)C1CC(=O)N(c2ccc(OC)cc2)C1=O (stereo not given)	i	i	-1.6	i	i	i	i	i	i	i	i
Cc1ccc2[nH]c3c(c2c1)CN(C(=O)CN1CCCc2ccccc21)CC3	i	i	-3.6	i	i	i	i	i	i	i	i
Cc1cc(N2CCOCC2)nc2ccc(NC(=S)N3CCN(Cc4ccccc4)CC3)cc12	i	i	-2.8	i	i	i	i	i	i	i	i
COc1cc(NC(=O)CCCOc2ccc(Cl)cc2Cl)c(C(=O)O)cc1OC	i	i	-6.9	i	i	i	i	i	i	i	i
CN(c1ccccc1)S(=O)(=O)c1cccc(C(=O)NCCc2ccc(O)c(O)c2)c1	i	i	-1.2	i	i	i	i	i	i	i	i
Clc1ccc(OCCn2c(-c3ccco3)nc3ccccc32)cc1	i	i	29.5	i	i	i	i	i	i	i	i
CCCc1cc(=O)[nH]c(SCc2nc3ccc([N+](=O)[O-])cc3[nH]2)n1	i	i	-1.2	i	i	i	i	i	i	i	i
Cc1ccsc1/C=N/n1cnnc1	i	i	-14.8	i	i	i	i	i	i	i	i
Cc1cc2nc(-c3ccc(SCc4ccccn4)nc3)[nH]c2cc1C	i	i	13.8	i	i	i	i	i	i	i	i
CCCCn1c(N)c(N(CC)C(=O)c2cc(Br)ccc2Cl)c(=O)[nH]c1=O	i	i	-10.3	i	i	i	i	i	i	i	i
C/C(CC(=O)NCCCN1CCOCC1)=N\NC(=O)COc1cccc2ccccc12	i	i	0.1	i	i	i	i	i	i	i	i
CCOc1cccc(-c2nnc3sc(COc4ccc(Cl)cc4)nn23)c1	i	i	-0.7	i	i	i	i	i	i	i	i
COc1cc(N2CCCC2)c(OC)cc1/C=C(/C#N)c1cccc(F)c1	i	i	-8.7	i	i	i	i	-11.4*	i	i	i
O=C(Nc1ccc(N2CCN(C(=O)c3cccs3)CC2)cc1)c1ccccc1Cl	i	i	1.4	i	i	i	i	i	i	i	i
CC1Cc2ccccc2N1C(=O)Cn1cnc2c1c(=O)n(C)c(=O)n2C (stereo not given)	i	i	5.4	i	i	i	i	i	i	i	i
CC1CCCN(CC(O)COCc2ccc3c(c2)OCO3)C1 (stereo not given)	i	i	8.4	i	i	i	i	i	i	i	i
Cc1c(-c2cccc(Cl)c2)nc2ccccc2c1C(=O)OC/C(O)=C(\C#N)c1nc2ccccc2[nH]1	i	i	57.6*	i	i	i	i	i	i	i	i
COc1ccccc1/C=C/C=N/NC(=O)c1ccc2nc[nH]c2c1	i	x	2.7	i	i	i	i	i	i	i	i
CO/N=C/NC(=O)C1=NOC(CNc2ncc(C(F)(F)F)cc2Cl)C1 (stereo not given)	i	i	0.9	i	i	i	i	i	i	i	i
COc1ccccc1CNC(=O)CCNS(=O)(=O)c1ccc2[nH]c(=O)oc2c1	i	i	-0.3	i	i	i	i	i	i	i	i
O=C(O)CCCC(=O)N1CCN(c2nc(-c3ccccc3Cl)c3cc(Br)ccc3n2)CC1	i	i	25.3	i	i	i	i	i	i	i	i
COC(=O)c1cc(=O)n2c(sc3ccccc32)c1C#N	i	i	-7.6	i	i	i	i	i	i	i	i
Oc1ccc(C[C@H]2CNCCN2CC2CCCCC2)cc1	i	i	4.2	i	i	i	i	i	i	i	i
COc1cc(CC(=O)NCC2CCCCC2)cc(OC)c1OC	i	i	-1.2	i	i	i	i	i	i	i	i
O=C(Nc1ccc(N2CCOCC2)c(S(=O)(=O)Nc2cc(Cl)ccc2Cl)c1)c1cccnc1	i	i	10.9	i	i	i	i	i	i	i	i
O=C(c1cc(COc2ccc(F)cc2Cl)on1)N(CCO)Cc1cccs1	i	i	-1.1	i	11*	i	i	i	i	i	i
Cc1cccc(N(CC(=O)NCCc2ccccc2)C(=O)c2csnn2)c1	i	i	0.7	i	i	i	i	i	i	i	i
Cc1ccc(-c2cc(C(=O)OCC(=O)N(C)C3CCS(=O)(=O)C3)c3ccccc3n2)o1 (stereo not given)	i	i	-9.0	i	i	i	i	i	i	i	i
CSc1nc2c(cnn2-c2ccc(C)c(C)c2)c(=O)[nH]1	i	i	5.4	i	i	i	i	i	i	i	i
O=C(CCCN1C(=O)c2ccccc2C1=O)N1CCN(c2ccccn2)CC1	i	i	-7.7	i	i	i	i	i	i	i	i
CCOC(=O)C[C@H]1c2ccccc2S(=O)(=O)N1c1ccccc1	i	i	12.0	i	i	i	i	i	i	i	i
CC(C)(C)C(=O)Nc1ccccc1C(=O)Nc1ccccn1	i	i	4.0	i	i	i	i	i	i	i	i
Cc1ccc(C(=O)Oc2cc(C)n(C)c(=O)c2)cc1	i	i	4.4	i	i	i	i	i	i	i	i
O=C(NCC1CCCCN1)c1cc(OCC(F)(F)F)ccc1OCC(F)(F)F (stereo not given)	i	i	2.7	i	i	i	i	i	i	i	i
O=C(c1ccc2c(c1)OCO2)C1CCCN(Cc2ccc3nsnc3c2)C1 (stereo not given)	i	i	-6.0	i	i	i	i	i	i	i	i
O=C(CN1C(=O)NC(Cc2ccccc2)C1=O)Nc1ccccc1OC(F)F (stereo not given)	i	i	-3.5	i	i	i	i	i	i	i	i
CC1=CC(c2ccccc2)n2nc(N3C(=O)c4ccccc4C3=O)nc2N1 (stereo not given)	i	i	-1.4	i	i	i	i	i	i	i	i
Cc1ccc(C(=O)NNC(=O)c2cc(OCC(F)(F)F)ccc2OCC(F)(F)F)cc1	i	i	3.7	i	i	i	i	i	i	i	i
COc1ccc(CCNS(=O)(=O)c2ccc([N+](=O)[O-])cc2)cc1OC	i	i	-0.5	i	i	i	i	i	i	i	i
COc1cc(C(=O)NNC2=CC(=O)CC(C)(C)C2)cc(OC)c1OC	i	i	2.3	i	i	i	i	i	i	i	i
Cc1cc(C)cc(NC(=O)Nc2cccnc2)c1	i	i	4.7	i	i	i	i	i	i	i	i

Further entries
SMILES	TMEM16A inh	ANO1 activ	SKKanGAS inh	TRPC6 activator	TRPC4 PAM	MrgX1 allo act	TRPC6 inh	MrgX1 antagonist	MrgX1 ag	TRPC4 act	TRPC4 inh
Cc1nonc1CC(=O)N1CCCC(C(=O)c2ccc(Cl)cc2)C1 (stereo not given)	i	i	-8.6	i	i	i	i	i	i	i	i
CCOC(=O)CSc1nc(C(C)C)nc2sc(C)c(C)c12	i	i	20.2	i	i	i	i	i	i	i	i
COc1ccc2c(CC(=O)Nc3nccs3)coc2c1	i	i	-9.1	i	i	i	i	i	i	i	i
COc1ccc(-c2csc(NC(=O)CSc3n[nH]c(C)n3)n2)cc1	25*	i	-5.3	i	i	6.86*	i	i	i	i	i
N#CCCn1[nH]c(-c2ccccc2)cc1=O	i	i	1.7	i	i	i	i	i	i	i	i
O=S(=O)(/C=C/c1ccccc1)N1CCN(Cc2ccc3c(c2)OCO3)CC1	i	i	-15.8	i	i	i	i	i	i	i	i
COCCSc1nnc(NC(=O)Cc2ccc(OC)c(OC)c2)s1	i	i	-4.1	i	i	i	i	i	i	i	i
NS(=O)(=O)c1cccc(NC(=O)c2cc3ccccc3o2)c1	i	i	-16.3	i	i	i	i	i	i	i	i

Screening data from PubChem BioAssay.
